LYP phosphatase: inhibitors of LYP phosphatase, biochemical, fluorescence intensity, uHTS (AID 1779) | Tyrosine-protein phosphatase non-receptor type 22 (Homo sapiens) | recombinant LYP phosphatase, fluorescence intensity; higher % means a stronger effect | inhibition, % at 11.5 µM; hits with a dose series show IC50 in µM | 0.054% of 290,000 active; in the data active = inhibition above about 50%;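 also: plate controls were vehicle with enzyme for no effect and no enzyme for full effect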
Rac1 GTP hydrolysis: MgcRacGAP GTPase-activating activity inhibitors, confirmation, biochemical, ADP Hunter fluorescence | MgcRacGAP-stimulated Rac1 GTP hydrolysis, ADP Hunter fluorescence; higher % means a stronger effect; GST-tagged Rac1 F28L mutant substrate | one-dose inhibition, % at 30 µM; IC50 in µM for titrated hits | 0.6% of 340,000 active | AID 624330, 2012;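 active = first-screen hits whose inhibition reached a set limit at any dose in the follow-up dose series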;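 also: fluorescence reports GDP produced by GAP-driven GTP hydrolysis; strong numbers were not always called active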
GPR35 arrestin U2OS: GPR35 antagonists blocking zaprinast-driven arrestin recruitment, primary screen, imaging, U2OS, beta-arrestin-GFP, zaprinast agonist (AID 2058); G-protein coupled receptor 35 (Homo sapiens); U2OS GPR35 beta-arrestin-GFP translocation imaging, zaprinast antagonism; higher % means a stronger effect; inhibition, % at 10 µM; hits with a dose series show IC50 in µM; 0.052% of 290,000 active;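 active = inhibition of at least 50% with at least 30 cells and total cytoplasm GFP at most 10,000,000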
Salmonella PhoP GFP: inhibitors of PhoP regulon expression, primary screen, Salmonella Typhimurium, GFP reporter (AID 1863); S. Typhimurium PhoP-regulated promoter GFP reporter, 4 h; higher % means a stronger effect; one-dose inhibition, % at 50 µM; IC50 in µM for titrated hits; 0.16% of 300,000 active;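 active = inhibition over 29.93%, a cutoff 3 SD above the screen mean, later confirmed by dose response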;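 also: 0% = low Mg2+ inducing control and 100% = high Mg2+ repressing control; strong numbers were not always called active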
NTR1 agonist: agonists of NTR1, primary screen, imaging, U2OS cells, beta-arrestin-GFP, high content (AID 493036). 0.17% of 330,000 active. NTR1-U2OS beta-arrestin-GFP spot imaging, agonist mode. activation, % at 20 µM;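 active = activation at or above 40% of the spot to cytoplasm intensity ratio, with at least 20 cells analyzed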;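 also: 0% = DMSO without peptide and 100% = 100 nM NTR1 peptide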
Target sequence (P30989 whole entry, looked up): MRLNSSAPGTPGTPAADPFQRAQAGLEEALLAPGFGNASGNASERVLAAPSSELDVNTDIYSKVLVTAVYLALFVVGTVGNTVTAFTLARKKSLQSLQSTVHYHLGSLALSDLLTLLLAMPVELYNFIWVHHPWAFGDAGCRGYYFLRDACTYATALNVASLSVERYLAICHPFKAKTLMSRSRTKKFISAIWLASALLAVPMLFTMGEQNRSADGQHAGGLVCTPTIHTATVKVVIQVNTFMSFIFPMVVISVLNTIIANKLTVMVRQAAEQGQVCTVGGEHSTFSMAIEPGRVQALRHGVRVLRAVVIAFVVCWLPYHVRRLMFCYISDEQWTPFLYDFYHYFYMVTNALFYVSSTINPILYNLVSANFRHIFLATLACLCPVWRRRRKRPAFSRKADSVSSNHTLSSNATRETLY
Myeloid diff MLP: induction of myeloid progenitor differentiation, primary screen, cell-based, flow cytometry, MLPCN library; calls only at 10 µM; 1% of 360,000 active; AID 624256, 2012; ER-HoxA9 myeloid progenitors, lysozyme-GFP differentiation;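 active = normalized GFP-positive differentiation at or above the plate's own cutoff, the solvent-only control mean plus 3 SD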;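 also: cells exposed to compound for four days before flow analysis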
SIAH1 antagonists: Siah-1 peptide-binding antagonists, primary screen, biochemical, fluorescence polarization, rhodamine-plectin, uHTS (AID 1817). one-dose displacement, % at 20 µM; IC50 in µM for titrated hits. Siah-1 / rhodamine-plectin peptide fluorescence polarization; higher % means a stronger effect. 0.02% of 290,000 active. E3 ubiquitin-protein ligase SIAH1 (Homo sapiens);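 active = displacement of at least 50% at 20 µM, with a fluorescence ratio check between 0.3 and a set limit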;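 also: plate controls were Siah plus tracer with DMSO for no effect and tracer alone without Siah for full effect; strong numbers were not always called active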
HIV fusion peptide: inhibitors of HIV fusion peptide binding, primary screen, biochemical, uHTS, fluorescence dequenching (AID 1986). cell-free peptide binding, fluorescence dequenching, 30 min; higher % means a stronger effect. 0.3% of 290,000 active. inhibition, % at 20 µM, or IC50 in µM where a hit was titrated; in the data active = inhibition mostly above about 52%, no sharp cut-off; inactive = mostly below about 76%; also: some results filed as inactive read as strong as hits
GPR55 LPI antagonism: GPR55 antagonists blocking LPI-driven arrestin recruitment, primary screen, imaging, U2OS, beta-arrestin-GFP, LPI agonist (AID 2013) | 0.13% of 290,000 active | U2OS GPR55 beta-arrestin-GFP translocation imaging, LPI antagonism; higher % means a stronger effect | one-dose inhibition, % at 10 µM; IC50 in µM for titrated hits;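 active = spots per cell inhibited over 60%, with over 100 cells counted and total cytoplasm intensity under 500,000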;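 also: U2OS cells stably carrying GPR55 and arrestin-GFP stimulated by 5 µM LPI near EC80; imaged beta-arrestin-GFP aggregate spots per cell after agonist stimulation; plate controls were LPI-stimulated DMSO wells for no effect and DMSO wells without LPI for full effect; some results filed as inactive read as strong as hits; confirmed hits need IC50 under 10 µM and bright autofluorescent wells are also inconclusive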
NTR1 agonist cell count 20 µM: further read-out of NTR1 agonist, marked with its call; cell count; measured here: cell count, cytotoxicity flag
Myeloid diff MLP GFP+ MAC1+ %: recorded beside Myeloid diff MLP, whose call it bears; GFP+ MAC1+ double positive, %; measured here: differentiation confirmed by MAC1 staining
Starred values were filed as active, the others as inactive; i = inactive; / = no result given.

SMILES	LYP phosphatase	Rac1 GTP hydrolysis	GPR35 arrestin U2OS	Salmonella PhoP GFP	NTR1 agonist	NTR1 agonist cell count 20 µM	Myeloid diff MLP	Myeloid diff MLP GFP+ MAC1+ %	SIAH1 antagonists	HIV fusion peptide	GPR55 LPI antagonism
Cc1ccc(CN2C3=NCCN3c3ccccc32)cc1	-7%	6%	-4%	19%	-0.8	59	i	0.6	3%	1.0%	12%
COc1ccc2nc(SCC(=O)N(C)C3CCCCC3)c(C#N)cc2c1	5%	4%	-6%	20%	1.8	113	i	0.7	-7%	-0.4%	-1%
COc1ccc(CCCNC(=O)CC#N)cc1OC	-7%	8%	-2%	14%	-0.2	50	i	1.0	-2%	8.5%	-3%
O=C(NNC(=O)C1CCN(S(=O)(=O)c2cccc(C(F)(F)F)c2)CC1)C1CC1	-6%	4%	16%	-4%	0.1	53	i	0.0	3%	0.8%	-2%
Nc1cc(Cl)ccc1Oc1ccc(Cl)cc1	-6%	1%	0%	13%	5.2	86	i	0.7	-2%	3.4%	8%
O=C1/C(=C/c2ccccc2[N+](=O)[O-])COc2ccccc21	-3%	101µM*	-6%	0%	4.7	39	/	/	1%	-0.8%	-6%
CCOC(=O)c1sc(-c2ccc(Cl)cc2Cl)nc1O	0%	9%	8%	-9%	-0.5	54	i	0.3	-1%	13%	15%
Cc1ccccc1NC(=O)NC1CCCCC1C (configuration not stated)	-9%	5%	3%	-13%	-0.9	78	i	0.8	12%	1.4%	12%
Cc1ccc(N=CC2=C(O)CC(c3cccc(Cl)c3)CC2=O)cc1 (configuration not stated)	-5%	4%	-2%	-8%	-1.2	57	i	0.2	0%	2.9%	13%
CCOCCCNC(=O)c1ccc(CS(=O)(=O)Cc2ccc(C)cc2)o1	-4%	9%	-10%	-3%	0.8	48	i	0.9	-1%	1.3%	12%
CN(C1CCCCC1)S(=O)(=O)c1cccc(C#N)c1	2%	2%	-6%	5%	-1.9	31	i	1.0	2%	-0.8%	3%
CC(=O)c1cccc(NC(=O)C2CCCN(S(C)(=O)=O)C2)c1 (configuration not stated)	-3%	4%	7%	-4%	-1.5	39	i	1.4	-1%	2.3%	6%
S=c1[nH]nc(-c2ccccc2Cl)n1/N=C/C=C/c1ccco1	3%	/	-4%	-11%	1.8	45	i	0.9	21%	23%	13%
CN1CCN(CC(O)COCCOc2ccc(Br)cc2)CC1 (configuration not stated)	-6%	8%	11%	6%	-0.6	68	i	0.1	-2%	0.1%	5%
COc1ccc(N=Cc2cc(Cl)ccc2O)cc1Cl	-8%	16%	8%	-5%	1.6	93	i	0.2	0%	-2.6%	-19%
COc1cc(/C=C2/C(=O)N(c3ccc(C)c(C)c3)N=C2C)cc([N+](=O)[O-])c1O	-12%	-4%	-6%	6%	5.0	78	i	0.4	-2%	15%	6%
O=C(NC(=S)NC1CCS(=O)(=O)C1)c1cccc([N+](=O)[O-])c1 (configuration not stated)	-5%	-2%	-6%	-4%	-0.4	51	i	0.0	-1%	-0.1%	16%
COC(=O)c1ccc2c(c1)C(=O)N(C1CCCCC1)C2=O	-6%	6%	4%	-1%	1.4	47	i	0.6	-4%	1.1%	-10%
COc1ccc(C(=O)Nc2n[nH]c(-c3ccncc3)n2)cc1	-4%	9%	-8%	4%	-2.5	55	i	0.4	2%	26%	14%
O=C1N=c2ccccc2=C1c1sc(=S)n(-c2ccc(O)cc2)c1O	-4%	8%	-9%	-5%	5.9	63	i	0.5	-2%	-2.8%	6%
CS(=O)(=O)Cc1nc2ccccc2oc1=O	-8%	74µM*	0%	5%	-0.6	60	i	0.4	0%	0.6%	4%
CCN(CC)S(=O)(=O)c1ccc2[nH]cc(C(=O)NCCc3ccccc3)c(=O)c2c1	3%	9%	8%	37%	1.5	48	i	0.9	-2%	-0.1%	4%
CCOc1cc(C2CC(=O)Nc3cc(C)c(C)cc32)ccc1O (configuration not stated)	-7%	-2%	4%	-3%	0.6	53	i	0.0	-1%	1.4%	4%
CC(NS(=O)(=O)c1cccc(S(=O)(=O)c2ccccc2)c1)C(=O)O (configuration not stated)	0%	-5%	1%	11%	0.9	38	i	0.7	-5%	-0.1%	2%
COc1cc(NC(=O)CCc2c(C)nc3nc(C)nn3c2C)cc(OC)c1	-8%	8%	-2%	-14%	-1.5	90	i	0.3	0%	-3.3%	1%
CCOc1ccc2[nH]c(C)c(CN3CCCCC3)c(=O)c2c1	-9%	1%	18%	10%	-1.6	88	i	1.2	2%	3.5%	17%
CCOc1ccc(NC(=O)CN2C(=O)C3CC=CCC3C2=O)cc1 (configuration not stated)	-7%	4%	2%	6%	0.1	74	i	0.7	1%	-0.5%	-11%
CCC(Oc1ccccc1)C(=O)Nc1nnc(C)s1 (configuration not stated)	-8%	-1%	14%	1%	-1.5	85	i	1.3	-4%	-1.3%	-2%
COc1c(O)cc2c(c1O)C(=O)CC(c1ccccc1)O2 (configuration not stated)	1%	/	-14%	-21%	-1.2	85	/	/	-2%	-1.5%	-8%
Cc1ccc(C(=O)N/C(=C\c2ccc(Cl)cc2)C(=O)NCCN2CCOCC2)cc1	-10%	1%	8%	6%	0.0	44	i	0.8	-6%	-1.4%	1%

Five compounds already listed, ordered by molecular weight, low to high:
SMILES	LYP phosphatase	Rac1 GTP hydrolysis	GPR35 arrestin U2OS	Salmonella PhoP GFP	NTR1 agonist	NTR1 agonist cell count 20 µM	Myeloid diff MLP	Myeloid diff MLP GFP+ MAC1+ %	SIAH1 antagonists	HIV fusion peptide	GPR55 LPI antagonism
CCC(Oc1ccccc1)C(=O)Nc1nnc(C)s1 (configuration not stated)	-8%	-1%	14%	1%	-1.5	85	i	1.3	-4%	-1.3%	-2%
COc1c(O)cc2c(c1O)C(=O)CC(c1ccccc1)O2 (configuration not stated)	1%	/	-14%	-21%	-1.2	85	/	/	-2%	-1.5%	-8%
CCOc1ccc(NC(=O)CN2C(=O)C3CC=CCC3C2=O)cc1 (configuration not stated)	-7%	4%	2%	6%	0.1	74	i	0.7	1%	-0.5%	-11%
CC(NS(=O)(=O)c1cccc(S(=O)(=O)c2ccccc2)c1)C(=O)O (configuration not stated)	0%	-5%	1%	11%	0.9	38	i	0.7	-5%	-0.1%	2%
Cc1ccc(C(=O)N/C(=C\c2ccc(Cl)cc2)C(=O)NCCN2CCOCC2)cc1	-10%	1%	8%	6%	0.0	44	i	0.8	-6%	-1.4%	1%

Next section.
SMILES	LYP phosphatase	Rac1 GTP hydrolysis	GPR35 arrestin U2OS	Salmonella PhoP GFP	NTR1 agonist	NTR1 agonist cell count 20 µM	Myeloid diff MLP	Myeloid diff MLP GFP+ MAC1+ %	SIAH1 antagonists	HIV fusion peptide	GPR55 LPI antagonism
Cc1ccc(NCC(=O)c2ccc(C)cc2)cc1	-6%	7%	12%	0%	1.2	59	i	0.6	8%	1.5%	-12%
CCOC(=O)c1cc(CC)sc1NC(=O)c1cc(OCC)c(OCC)c(OCC)c1	-5%	8%	14%	7%	12	78	i	0.6	0%	1.4%	11%
COc1ccc(CN(C(=O)CCC(=O)N2CCCCC2)c2nccs2)cc1OC	1%	3%	-2%	2%	-0.7	52	i	0.4	5%	-0.7%	-5%
CCOC(=O)c1c(C)[nH]c(-c2csc(N)n2)c1C	-3%	20%	-10%	8%	/	/	i	0.4	-7%	15%	-7%
O=C(NC1(C(F)(F)F)NC(=O)N(Cc2cccnc2)C1=O)c1ccncc1 (configuration not stated)	-11%	5%	14%	5%	0.7	53	i	4.9	0%	-2.9%	6%
CCC(C)NC(=O)c1c(F)c(F)c(F)c(F)c1F (configuration not stated)	1%	6%	-10%	6%	-0.8	58	i	0.0	1%	-0.2%	-6%
O=C(/C=C/c1ccccc1F)c1cccc([N+](=O)[O-])c1	-3%	-10%	0%	-10%	42*	83*	i	0.2	-2%	-2.2%	1%
CCCCCCn1cc(C(=O)O)c(=O)c2cc(F)c(N3CCCCC3)cc21	-3%	3%	9%	-1%	1.1	58	i	0.3	-8%	2.1%	-3%
CCCc1nc2c(sc3nc4c(cc32)COC(C)(C)C4)c(=O)n1CCN(CC)CC	-1%	-1%	2%	-1%	0.1	57	i	0.1	1%	1.6%	12%
O=C(O)c1ccc(/C=N/NC(=S)NCc2ccccc2)cc1	4%	12%	-7%	3%	0.6	26	i	0.6	15%	4.7%	11%
COC(=O)/C=C/c1sc2nc(C)cc(C)c2c1N=CN(C)C	-2%	/	-5%	-13%	1.9	69	i	0.1	19%	0.6%	4%
CC12C=CC3(O1)C(C(=O)N(c1cccnc1)C3C(=O)NC1CCCCC1)C2C(=O)Nc1ccccc1 (configuration not stated)	-6%	6%	-9%	9%	-0.1	82	i	1.0	1%	0.6%	-4%
CCOC(=O)c1c(NC(=O)c2noc3c2CCCC3)sc(C)c1C	-2%	/	7%	2%	/	/	/	/	5%	3.3%	14%
COC1CCN(C(=O)C2CCC(=O)N(C3CCCCCC3)C2)CC1 (configuration not stated)	-9%	5%	9%	8%	-0.8	66	i	1.2	1%	-2.0%	8%
Cc1cc(=O)[nH]c(SCc2nc3ccccc3s2)n1	1%	12%	-13%	3%	-0.1	57	i	1.0	0%	-0.6%	-7%
CCCCOC(=O)Nc1nnc(CC(=O)NCc2ccccc2)s1	-11%	4%	-14%	17%	0.9	55	i	0.6	3%	-0.3%	3%
Cc1ccc(NC(=O)c2ccc3c(c2)N(CC(=O)N2CCCCC2)C(=O)C(C)(C)O3)cc1	3%	2%	-1%	9%	2.0	84	i	0.5	2%	-1.2%	1%
C/C(=N\Nc1ccccn1)c1ccc(OC(F)F)cc1	-3%	5%	-2%	0%	0.4	36	i	0.2	1%	0.4%	-10%
CCCNC(=O)c1onc(CSc2ccncc2)c1C(=O)NCCC	-7%	9%	-13%	0%	4.4	81	i	1.3	5%	-1.5%	1%
CS(=O)(=O)N1CCN(c2ccccc2NC(=O)c2ccc(-c3ccc(Cl)cc3Cl)o2)CC1	1%	2%	-4%	-2%	-1.2	32	i	0.5	1%	9.1%	-16%
CCCCC(CC)C(=O)Nc1ccc(S(=O)(=O)N2CCCC2)cc1 (configuration not stated)	-6%	8%	12%	-1%	0.7	42	i	0.6	4%	0.6%	2%
